D2 agonist: D2 dopamine receptor (human) agonism; HEK293 T-REx D2 cells, calcium flux agonist mode; actives 0.53% (n = 340,000); AID 485358; activation, % at 2 µM; P14416;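 active = activation over 3 SD above normal in the single-dose calcium agonist read, cut at about 30% in these data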; also: 0% is about no effect
Target sequence (P14416 whole entry, looked up): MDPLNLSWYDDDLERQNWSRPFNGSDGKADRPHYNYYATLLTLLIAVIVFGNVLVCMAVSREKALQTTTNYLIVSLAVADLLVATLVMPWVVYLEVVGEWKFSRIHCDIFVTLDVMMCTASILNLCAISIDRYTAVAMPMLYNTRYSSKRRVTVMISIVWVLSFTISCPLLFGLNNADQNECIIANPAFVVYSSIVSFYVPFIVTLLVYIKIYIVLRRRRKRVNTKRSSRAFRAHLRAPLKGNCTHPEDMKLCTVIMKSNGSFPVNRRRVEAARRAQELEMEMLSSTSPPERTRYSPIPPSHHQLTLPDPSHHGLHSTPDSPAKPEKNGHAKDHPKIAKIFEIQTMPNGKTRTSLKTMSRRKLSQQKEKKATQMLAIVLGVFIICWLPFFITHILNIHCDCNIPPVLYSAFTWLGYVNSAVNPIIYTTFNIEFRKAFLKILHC
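Tetracycline-induced HEK293 T-REx cells with force-coupled D2 receptor, plated overnight at 30 C, loaded with no-wash calcium dye. After a 10 s baseline, compound was pin-added and calcium flux read kinetically for 180 s; calcium rises flagged agonists.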
D2 antagonist: antagonists of human D2 dopamine receptor | inhibition, % at 10 µM | HEK293 TREx D2 cells, calcium flux, dopamine EC80 | P14416 | actives 2% (n = 340,000); in the data active = inhibition above about 30%; also: 0% is about no effect
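Cells plated overnight at 30 C with tetracycline; no-wash calcium dye, 30–90 min RT; 10 s baseline; compound pinned; 180 s read; EC80 dopamine added; another 180 s read.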
D1 potentiator: human D1 dopamine receptor positive modulation; P21728; HEK293 TREx D1 cells, calcium flux, dopamine EC20 potentiation; potentiation, % at 10 µM; actives 0.036% (n = 360,000); AID 504651; in the data active = potentiation above about 30%; also: 0% is about no effect
D1 antagonist: antagonists of human D1 dopamine receptor | HEK293 TREx D1 cells, calcium flux, dopamine EC80; stronger effect = lower value | activity change, negative = inhibition, % at 10 µM | actives 3.2% (n = 360,000) | AID 504652; in the data active = activity change below about -30%; also: % is scaled to controls: 0 for no effect and ±100 for the full control effect
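After overnight tetracycline induction at 30 C, force-coupled D1 HEK293 cells took up a no-wash calcium dye at room temperature. Compounds were added and monitored 180 s, and the response to EC80 dopamine was then recorded.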
RXFP1 antagonist: antagonists of human relaxin receptor RXFP1; Q9HBX9; HEK293-RXFP1, relaxin-stimulated cAMP HTRF, 30 min; stronger effect = lower value; activity change, negative = inhibition, % at 57.5 µM; actives 0.59% (n = 350,000); AID 1259400;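 active = activity change of -60% or lower, but not beyond a set lower limit; inconclusive = change between -60% and -40%, or beyond the set limit; inactive = change above -40%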; also: % is scaled to controls: 0 for no effect and ±100 for the full control effect
D1 agonist: agonists of human D1 dopamine receptor | actives 1% (n = 360,000) | HEK293 T-REx D1 cells, calcium flux, agonist mode | P21728 | activation, % at 2 µM; also: 0% is about no effect
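Agonism was scored from calcium flux recorded over 180 s (1 read/s) after pintool compound addition, following a 10-cycle baseline. Cells were inducible force-coupled HEK293 TREx D1, plated overnight at 30 C and loaded with no-wash calcium dye.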
TRHR PAM: TRH receptor (human) allosteric enhancement; actives 0.66% (n = 360,000); TRHR cells, fluo-8 calcium fluorescence, EC20 TRH enhancement; P34981; enhancement, % at 2 µM; in the data active = enhancement above about 30%; also: 0% is about no effect
Target sequence (P34981 whole entry, looked up): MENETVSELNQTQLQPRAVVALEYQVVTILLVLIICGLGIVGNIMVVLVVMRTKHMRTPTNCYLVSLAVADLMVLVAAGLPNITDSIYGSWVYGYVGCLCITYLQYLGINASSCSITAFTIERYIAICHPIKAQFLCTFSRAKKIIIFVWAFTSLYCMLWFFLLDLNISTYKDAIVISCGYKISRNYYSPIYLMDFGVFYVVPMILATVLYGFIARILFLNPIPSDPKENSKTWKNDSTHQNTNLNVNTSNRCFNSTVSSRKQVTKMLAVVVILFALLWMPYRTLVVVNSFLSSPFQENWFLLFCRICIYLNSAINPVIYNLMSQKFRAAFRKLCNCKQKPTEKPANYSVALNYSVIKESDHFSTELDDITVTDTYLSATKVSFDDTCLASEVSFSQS
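TRHR-expressing cells loaded with fluo-8 calcium dye were read kinetically (ex 480/em 530) during compound addition, then stimulated with an EC20 of TRH (10 nM final). Enhancement of the Gq-mediated intracellular calcium response was scored.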
D2 PAM: positively modulates the human D2 dopamine receptor allosterically. P14416. HEK293 T-REx D2, calcium flux, EC20 dopamine potentiation. potentiation, % at 10 µM. actives 0.34% (n = 340,000);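 active = potentiation over 3 SD above the plate norm, cut at about 30% in these data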; also: 0% is about no effect
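Using a no-wash calcium dye in inducible, force-coupled HEK293 Trex cells expressing D2, we tracked fluorescence each second for 180 s after compound, then for 180 s after EC20 dopamine to detect augmented signalling.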
TRHR agonist: TRH receptor (human) agonism; P34981; TRHR cells, calcium flux fluo-8, FDSS agonist mode; activation, % at 2 µM; actives 0.18% (n = 360,000); AID 493084; also: 0% is about no effect
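Steps: seed TRHR cells overnight; add fluo-8 no-wash Ca dye, RT 30 min–1.5 h; record 10 s baseline; pin-transfer compounds; monitor fluorescence 1 cycle/s for the agonist window. Calcium increases flag candidate agonists.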
* = called active by the depositor; ? = inconclusive; / = no result given; & = joins results of further samples. Rule as the data show it, unless noted: active = activation above about 30%; inactive = the rest.

Values run as follows: D2 agonist, D2 antagonist, D1 potentiator, D1 antagonist, RXFP1 antagonist, D1 agonist, TRHR PAM, D2 PAM, TRHR agonist
- Cc1ccccc1-n1nnnc1SCC(=O)c1c(N)n(C)c(=O)n(C)c1=O
    10, 18, 3, 27, 4, 16, 13, 12, 0.0
- O=CNc1ccccc1Oc1ccccc1
    -0.1, 21, -3, 5, -2, 2, 4, 9, -0.9
- Cc1cc(C)cc(Oc2c(C(F)(F)F)oc3cc(OCC(=O)NC4CCCCC4)ccc3c2=O)c1
    /, /, 2, 17, -6, 1, 3, 10, -0.9
- C[C@@H](CN1C2=NC[C@H](C)N2C[C@H]1Cc1ccc(O)cc1)NC(=O)CCC1CCCCC1
    -0.4, 52*, -4, 1, /, -3, 3, -18, -0.3
- CCC(=O)Nc1ccccc1C(=O)NC1CCCCC1
    0.0, -8, 4, -7, 10, 3, -1, -2, 0.1
- O=C(CCc1ccccc1)NC(NC(=S)Nc1ccc(Cl)cc1)C(Cl)(Cl)Cl (stereo not drawn)
    0.6, 7, -6, -36*, -5, 9, 0, -3, 0.1
- COc1ccc(C2=NN(C(=O)CSc3nc4ccccc4s3)C(c3ccc(F)cc3)C2)cc1 (stereo not drawn)
    1.7, -26, -4, -4, -5, 4, -4, -2, 1.5
- CC(C)(C)c1ccc(CN2C3=NCCCN3c3ccccc32)cc1
    0.8, -5, -9, -2, -4, 28, -2, 0, 2.0
- COc1ccc2oc(C(=O)N3CCCc4ccccc43)c(C)c2c1
    0.1, -16, -3, -12, -12, 5, 4, 6, -0.2
- O=C(Nc1ccc(N2CCOCC2)cc1)C1CCN(S(=O)(=O)Cc2ccccc2)CC1
    -1.2, 2, -4, 1, -1, 1, 0, 29, -0.3
- COc1ccc2c(c1)CCc1c(C(=O)Nc3cc(OC)c(Cl)cc3OC)noc1-2
    -0.5, /, -1, -23, -15, 3, 12, 7, -1.4
- C=CCN=C1SC(C)C(=O)N1S(=O)(=O)c1ccccc1 (stereo not drawn)
    1.4, 18, -3, 23, -2, 1, -2, 1, 0.7
- CC1(O)N(Cc2ccccc2)C(=O)OC12CCCCC2 (stereo not drawn)
    0.0, 17, -3, -6, -4, 2, -4, 1, 0.3
- O=C(NNc1cc(C(F)(F)F)nc2ccccc12)Nc1cccc(Cl)c1
    0.0, 0, 2, -5, ?, 4, -3, 3, 0.9
- CN(C(=O)CN1C(=O)S/C(=C\c2ccccc2F)C1=O)C1CCS(=O)(=O)C1 (stereo not drawn)
    /, /, -1, 11, -25, -1, 0, -6, -0.2
- C#CCOCCOCCOCCNc1nc(N2CCOCC2)nc(N2CCN(C(=O)[C@H](Cc3cc4ccccc4[nH]3)n3cc([C@@H](N)C(C)CC)nn3)CC2)n1 (stereo partly drawn)
    -0.2, 1, -1, 0, /, 6, 18, -2, 0.4
- Cc1ccccc1NC(=O)CSc1nnc(-c2cccc(Cl)c2)o1
    -1.5, /, 1, -7, -3, 3, 2, 14, -1.2
- CCN1CCCC1CNc1ncnc2c1[nH]c1ccc(F)cc12 (stereo not drawn)
    0.4, 39*, -5, 4, -22, 2, 1, -17, 0.3
- COc1ccc(CCNC(=O)c2ccccc2N(C)S(=O)(=O)c2ccccc2)cc1
    0.4, 4, -3, -11, 23, 9, -2, 1, -0.6
- CCc1ccc(C2=CC(c3cccc(OC)c3OC)n3c(nc4ccccc43)N2)cc1 (stereo not drawn)
    0.1, /, -7, -5, 0, 12, -5, -9, 4.4
- O=C(c1ccc(-n2cccn2)cc1)N1CCc2c([nH]c3ccccc23)C1c1ccccn1 (stereo not drawn)
    0.8, -15, 0, -7, -1, 0, 5, -18, 0.7
- COc1cc(NC(=O)CSc2nnnn2Cc2ccccc2)cc(OC)c1
    -0.6, 3, 0, 5, 0, 3, 2, 5, -0.2
- O=C(COc1ccc(F)cc1)NCc1ccc2c(c1)CCN2C(=O)c1ccc(F)cc1
    0.8, /, -4, -1, -7, 0, -7, -12, -1.0
- Cc1ccccc1N1CCN(C(=O)c2ccccc2NC(=O)c2ccccc2C(=O)O)CC1
    /, /, 2, 15, 5, 3, -7, /, 4.2
- CCOc1ccc(CC(=O)NCC(c2cccs2)S(=O)(=O)c2ccc(F)c(C)c2)cc1 (stereo not drawn)
    -0.3, /, 0, 10, 8, 4, -2, 4, -0.6
- Cc1cc(NC(=O)c2cc([N+](=O)[O-])cc([N+](=O)[O-])c2)no1
    0.6, 2, -5, -2, -3, 0, -5, 4, 0.1
- CN(CCNC(=O)c1cc2c(-c3ccccc3F)nn(C)c2s1)C1CCCCC1
    1.6, 2, -3, 9, -3, 9, 5, -6, 1.3
- CN(C1=C(N2CCOCC2)C(=O)c2ccccc2C1=O)c1ccccc1
    1.3, 7, -5, 8, /, 4, -4, 1, 1.1
- CC1CCCN(S(=O)(=O)c2ccc(N3CCCCS3(=O)=O)cc2)C1 (stereo not drawn)
    0.9, /, 1, 1, 1, 1, -4, 0, 1.0
- CCOC(=O)C1=C(C)N=c2s/c(=C\c3ccc(C(=O)O)cc3)c(=O)n2C1c1ccc(F)cc1 (stereo not drawn)
    /, /, -4, -7, -1, 2, 1, /, 0.5
- O=C(NC(=S)NCCc1ccccc1)C1CCCCC1
    -0.5, -18, -4, -22, -7, 1, 0, 0, 0.1
- C/C(=N\NC(=O)c1cccc(N/N=C(\C)c2ccco2)c1)c1ccco1
    -0.5, 3, 0, -2, 2, 0, 6, 9, -0.2
- COc1ccc(-c2cc3nc(C)cc(N)n3n2)cc1
    -0.3, -18, -3, -5, -12, 1, 30*, 1, -0.2
- CCC(C)c1ccccc1NC(=S)Nc1cccnc1 (stereo not drawn)
    /, /, -1, -13, 2, 3, -11, -9, 0.4
- CCNC(=O)CN(c1ccc(C)cc1)S(=O)(=O)c1ccc(SC)cc1
    -4.3, 3, -2, -16, -4, 4, -1, 10, -1.4
- CC(=O)OCC(=O)Nc1ccc(Cl)cc1Cl
    -0.2, -19, -3, 7, 14, 0, 2, -6, -0.3
- CCOc1ccccc1NC(=O)C1CCN(S(=O)(=O)c2cccs2)CC1
    0.2, /, -1, -14, /, -1, 6, -5, -1.4
- Cc1nc(NC(=O)COC(=O)CCC(=O)c2cccs2)c(Cl)cc1Cl
    -1.4, 9, -4, -1, 17, 2, -3, -6, -0.2
- O=C(OCn1nnc2ccccc2c1=O)c1cccc(S(=O)(=O)N2CCOCC2)c1
    -0.3, -30, 1, -11, -1, 1, 4, 20, 0.7
- NC(=O)NCC1CC1
    0.2, -9, 2, -3, /, 0, 24, 1, 0.1
- CN(C(=O)c1cccc(NC(=O)c2cccs2)c1)c1ccccc1
    -0.2, 10, -1, 1, -2, 0, -11, -1, 1.9
- Brc1cccc(CNCc2ccncc2)c1
    0.3, -9, 0, 5, 4, 2, 2, 1, 0.6
- Cc1cc(NC(=O)CCN2CC(C)OC(C)C2)ccc1Br (stereo not drawn)
    -0.7, 6, -3, -10, 5, 5, 0, -8, -1.5
- CCN(Cc1nc2ccccc2c(=O)[nH]1)C(=O)C1CC(=O)N(c2cccc3ccccc23)C1 (stereo not drawn)
    0.5, -13, 4, 15, -16, 2, 8, 1, 0.4
- O=C(CCS(=O)(=O)c1cc(Br)cc2c1N(C(=O)C1CC1)CC2)NCc1ccccc1Cl
    -2.3, /, 4, -4, 7, 1, 2, 4, -0.7
- CS(=O)(=O)N1CCC(C(=O)NCc2ccccc2)CC1
    -2.7, -22, -4, -4, 9, 4, 7, 6, -0.3
- COc1cc(NC(=O)CCC(=O)c2cccs2)cc(OC)c1
    -0.6, 8, -12, -8, -14, 4, 17, 1, 0.9
- CC1CCCCC12NC(=O)N(CC(=O)Nc1ccccc1F)C2=O (stereo not drawn)
    -0.8, -5, -3, -1, 2, 0, 9, 6, 0.3
- COc1ccc(CC(=O)OCCc2cc3cc(OC)c(OC)cc3c(=O)o2)cc1
    -0.2, 12, 0, /, /, 2, 16, 4, -0.3
- CN1CCN(c2cc(-c3cc(O)c4ncccc4c3)ccn2)CC1
    0.7, 2, -4&5, 8, /, 7&2, -2&-3, -12, 0.5&0.1
- COc1ccc(S(=O)(=O)NCc2c(-c3ccccc3)noc2C)c(OC)c1
    -1.0, 6, -3, -18, 13, 6, 18, 1, -1.6
- CN(Cc1ccc(F)cc1)C(=O)c1cc(COc2ccc(-n3cncn3)cc2)on1
    0.4, -10, -8, -19, -3, 10, -2, 2, -0.1
- O=C1CCN(CCCc2ccccc2)CCN1[C@H](CO)c1ccccc1
    0.0, 23, -2, 10, /, 2, 5, 8, 0.7
- CSc1ccc(CCNC(=O)c2cc(-c3ccccc3)c(N3CCOCC3)s2)cc1
    1.3, -1, 2, 5, -16, 0, 17, 0, 0.1
- Nc1cc(=O)[nH]c(SCC(=O)Nc2ccc(Oc3ccccc3)cc2)n1
    -0.5, -9, -5, -26, -15, 2, -5, 17, -0.6
- Cc1ccc(N2CCN(C(=O)c3cn(C)c4ccc(S(=O)(=O)N(C)C)cc4c3=O)CC2C)cc1 (stereo not drawn)
    0.2, /, -1, 12, /, 0, 2, 2, -1.2
- O=C(O)c1ccc(CNS(=O)(=O)c2ccc(Oc3ccccc3Cl)cc2)cc1
    0.9, -7, 5, -13, -4, 2, 4, -3, 0.1
- CC1CCC(C(C)C)C(OC(=O)CSc2nccc(=O)[nH]2)C1 (stereo not drawn)
    0.0, -2, -2, 8, -8, 4, 3, 6, -0.7
- O=S(=O)(NCC1CCCO1)c1ccc2c(c1)OCCO2 (stereo not drawn)
    0.1, 9, -3, 13, 3, -2, 2, -9, 0.6
- CN1CCN(C(CNC(=O)C(=O)Nc2ccc(F)cc2F)c2ccc3c(c2)OCO3)CC1 (stereo not drawn)
    1.0, /, -2, 3, -5, 0, 5, -5, 0.3
- C[C@@H]1C=CC(=O)O[C@@H]1c1ccc(Cl)cc1
    0.3, -20, 3, 1, /, 9, 1, -4, -1.0
- O=C(COC(=O)c1cc([N+](=O)[O-])ccc1N1CCCC1)Nc1ccccc1OC(F)F
    -0.3, -8, -4, -12, 8, 7, -1, 2, 0.3
- CCOC(=O)N1CCN(C(=O)c2ccc3c(=O)n(-c4ccc(F)cc4)c(=S)[nH]c3c2)CC1
    -1.2, -3, -5, 4, -5, 1, -7, 0, 0.6

Screening data deposited in PubChem BioAssay by National Center for Advancing Translational Sciences (NCATS).
